# 697 NFkB inh = inhibitors of the PMA/ionomycin-induced NF-kB reporter in 697 B cells; 697 B-cell NF-kB luciferase reporter, 16 h; inhibition, % at 4 µM; actives 0.33% (n = 330,000); in the data active = inhibition above about 35%
# tim23-1 inh = growth inhibitors of tim23-1 mutant yeast. inhibition, % at 20 µM. S. cerevisiae tim23-1 growth, BacTiter-Glo luminescence, 24 h. actives 1.3% (n = 330,000);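 active = growth inhibition of the mutant yeast at or above 50%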;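 note: temperature-sensitive mutant grown at 25 °C; plate controls were DMSO-treated mutant yeast for no effect and medium wells lacking yeast for full effect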
# APJ ag = agonists of human APJ apelin receptor | actives 0.11% (n = 330,000) | CHO-K1 APJ PathHunter beta-arrestin, luminescence; 0% DMSO wells, 100% apelin | activation, % at 20 µM;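 active = activation more than six SD over the plate average, tested at 20 µM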;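 note: 0% = DMSO alone and 100% = apelin-13 at 10 nM; some results filed as inactive read as strong as hits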
# Target sequence (P35414 whole entry, looked up): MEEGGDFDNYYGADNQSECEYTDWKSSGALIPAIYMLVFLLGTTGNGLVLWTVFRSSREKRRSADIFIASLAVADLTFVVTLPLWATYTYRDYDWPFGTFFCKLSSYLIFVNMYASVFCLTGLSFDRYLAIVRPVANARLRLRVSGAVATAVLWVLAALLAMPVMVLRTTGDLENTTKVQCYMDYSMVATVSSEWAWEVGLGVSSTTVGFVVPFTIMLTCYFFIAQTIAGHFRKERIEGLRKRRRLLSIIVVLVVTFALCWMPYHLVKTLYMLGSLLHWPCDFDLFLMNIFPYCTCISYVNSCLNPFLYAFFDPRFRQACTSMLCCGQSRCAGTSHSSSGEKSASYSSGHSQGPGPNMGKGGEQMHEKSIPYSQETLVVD
#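 Assay system: engineered CHO-K1 APJ arrestin reporter cells; Amount: 1000 CHO-K1 reporter cells seeded per well; Dosing: one dose, 20 µM compound, 1% DMSO; Times: compound stimulation 90 min at 25 °C, detection 60 min; Measured by: luminescent beta-gal fragment complementation, chemiluminescent substrate; Read-out: APJ–arrestin association signal; Controls: DMSO vs Apelin-13 10 nM.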
# UPR CHOP act = activators of apoptotic arm of unfolded protein response (CHOP). actives 0.34% (n = 330,000). activation, % at 10 µM. CHO-CHOP luciferase reporter, UPR activation, luminescence; percent of tunicamycin response over DMSO baseline. AID 449763;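 active = at 10 µM dose, activation of 40% or more, normalized to positive control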;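 note: 100% = tunicamycin at 10 µg/mL and 0% = DMSO alone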
#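 measured by = luciferase luminescence | assay system = CHO-CHOP cells, stable luciferase reporter of PERK-eIF2a-CHOP signalling | amount = 500 reporter cells seeded per well | timing = 6 h compound exposure at 37 °C after overnight seeding | controls = positive tunicamycin 10 µg/mL, negative DMSO alone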
# XBP1 UPR activ = activators of adaptive arm of unfolded protein response (XBP1) | activation, % at 20 µM | actives 0.33% (n = 330,000) | CHO-XBP1 luciferase reporter, IRE1-XBP1 UPR activation, luminescence; percent of tunicamycin response, DMSO as zero;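 active = versus positive control, 20 µM dose yields 30% or more activation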;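 note: 100% = tunicamycin at 10 µg/mL and 0% = DMSO only wells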
#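 Assay system: IRE1-XBP1 luciferase reporter CHO line. Input: 1000 cells/well. Buffer or medium: F12 with 10% serum. Doses: 20 µM, 1% DMSO. Times: overnight seeding at 37 °C, 6 h compound treatment at 37 °C. Technique: Steady-Glo luciferase glow luminescence, 10 min after reagent addition.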
# Mdm2 MdmX PPI = human Mdm2/MdmX binding inhibition; O15151+Q00987; SaOS-2 split-luciferase Mdm2/MdmX complementation, luminescence; inhibition, % at 8 µM; actives 3% (n = 330,000); AID 485346;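 active = inhibition of at least 50% at 8 µM in the primary screen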
# APJ antagonist = antagonists of human APJ apelin receptor; CHO-K1 APJ beta-arrestin complementation, luminescence; AID 2521; inhibition, % at 20 µM; actives 0.32% (n = 330,000);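 active = inhibition above about 40% at 20 µM, limit read from the data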;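 note: cells challenged with 10 nM apelin-13 agonist together with compound; plate controls were apelin-13 plus DMSO wells for no effect and DMSO wells lacking apelin-13 for full effect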
# Jurkat NFkB inh = lowers PMA/ionomycin-induced NF-kB signal in Jurkat cells | PMA/ionomycin-induced NF-kB luciferase reporter, luminescence | inhibition, % at 4 µM | actives 0.53% (n = 330,000) | AID 435003; in the data active = inhibition above about 50%
# Active calls of the source: *.
# A first look (2 entries):
SMILES,697 NFkB inh,tim23-1 inh,APJ ag,UPR CHOP act,XBP1 UPR activ,Mdm2 MdmX PPI,APJ antagonist,Jurkat NFkB inh
Cc1ccc(Cl)cc1N1CCN(S(=O)(=O)c2ccc3[nH]c(=O)c(=O)[nH]c3c2)CC1,6,-6,0,0.9,-2,-10,-9,5
CCOC(=O)c1c(C)[nH]c(C(=O)NNC(=O)c2ccccc2F)c1C,-105,-6,-3,2.4,-1,-114,2,-91

# This part in full, repeating the preview:
SMILES,697 NFkB inh,tim23-1 inh,APJ ag,UPR CHOP act,XBP1 UPR activ,Mdm2 MdmX PPI,APJ antagonist,Jurkat NFkB inh
Cc1ccc(Cl)cc1N1CCN(S(=O)(=O)c2ccc3[nH]c(=O)c(=O)[nH]c3c2)CC1,6,-6,0,0.9,-2,-10,-9,5
CCOC(=O)c1c(C)[nH]c(C(=O)NNC(=O)c2ccccc2F)c1C,-105,-6,-3,2.4,-1,-114,2,-91
CCSc1nnc(NC(=O)NCC(F)(F)F)s1,0,-13,-3,-2.0,-2,1,-6,-5
CCCCNC(=O)[C@@H]1CC=C[C@@H]2CCN(Cc3ccc(Cl)c(Cl)c3)C(=O)[C@@H]21,19,7,-7,-2.0,-2,9,-66,24
Cc1ccccc1C(=O)NCC(=O)O,0,10,-2,-0.8,3,-11,0,4
CCOC(=O)C1CCCN(C(=O)CCNC(=O)Cn2ccc3ccccc3c2=O)C1 (configuration not stated),11,6,-3,-1.5,-2,2,-10,-8
Cc1ccc(/C=C/C(=O)Nc2cc(S(=O)(=O)N3CCCCCC3)ccc2OCC(F)(F)F)o1,-4,4,-1,3.9,0,13,-10,7
CC(C)C(=O)Nc1ccc(C(=O)NN2C(=O)c3ccccc3C2=O)cc1,12,6,-2,-0.3,-4,-11,-5,-3
Cc1csc2ncc(C(=O)NCc3ccccn3)c(=O)n12,-31,7,7,0.0,0,14,-40,-18
Cn1nc([N+](=O)[O-])c2c(-c3nc4ccccc4s3)c(N)n(C3CCCCC3)c2c1=O,-22,6,0,9.3,28,51*,11,-10
Cn1c(CSc2nc3ccccc3s2)nc2ccccc21,-94,58*,-4,4.4,9,-14,2,-66
COC(=O)c1oc(-c2ccccc2)nc1C,14,1,-2,-1.5,-2,18,-3,-2
COC(=O)c1ccc2c(c1)SC1=C(CCCC1=O)N2,-7,33,0,3.2,1,27,1,-6
Cc1ccccc1C(=O)c1cccn1CC(=O)NCCCN1CCc2ccccc2C1,-13,2,-5,1.2,-1,37,10,-23
CC(C)N(C(=O)COC(=O)[C@@H]1CC(O)CN1S(=O)(=O)c1ccc(C(C)(C)C)cc1)C(C)C (some centres not stated),-4,-9,-2,1.1,-1,10,6,4
CC1(C)Cc2c(oc3ncn4ncnc4c23)CO1,8,3,-3,0.4,0,2,-6,1
Cc1cnc(C(=O)OCC(=O)NCCc2ccccc2)cn1,-16,15,0,-1.4,-3,2,-12,6
CCCC(=O)Nc1ccccc1N1CCN(C(=O)c2ccccc2)CC1,4,6,-6,1.3,1,19,-3,4
CCOC(=O)c1c(NC(=O)Nc2ccc(F)cc2)sc2c1CCN(C)C2,6,-26,-2,2.0,0,35,22,3
CCSCCOC(=O)C1=C(C)N(C)C(=O)NC1c1cc(OC)ccc1OC (configuration not stated),-2,11,-2,-0.7,3,25,17,20

# An excerpt of these results, with tabs:
Molecule	697 NFkB inh	tim23-1 inh	APJ ag	UPR CHOP act	XBP1 UPR activ	Mdm2 MdmX PPI	APJ antagonist	Jurkat NFkB inh
CCCCNC(=O)[C@@H]1CC=C[C@@H]2CCN(Cc3ccc(Cl)c(Cl)c3)C(=O)[C@@H]21	19	7	-7	-2.0	-2	9	-66	24
Cc1ccccc1C(=O)NCC(=O)O	0	10	-2	-0.8	3	-11	0	4
CCOC(=O)C1CCCN(C(=O)CCNC(=O)Cn2ccc3ccccc3c2=O)C1 (configuration not stated)	11	6	-3	-1.5	-2	2	-10	-8
Cc1ccc(/C=C/C(=O)Nc2cc(S(=O)(=O)N3CCCCCC3)ccc2OCC(F)(F)F)o1	-4	4	-1	3.9	0	13	-10	7
CC(C)C(=O)Nc1ccc(C(=O)NN2C(=O)c3ccccc3C2=O)cc1	12	6	-2	-0.3	-4	-11	-5	-3

# Additional compounds follow:
SMILES,697 NFkB inh,tim23-1 inh,APJ ag,UPR CHOP act,XBP1 UPR activ,Mdm2 MdmX PPI,APJ antagonist,Jurkat NFkB inh
Cc1ccc(NC(=S)NCc2ccc3[nH]c4c(c3c2)CCCC4)cc1,-63,48,3,1.8,1,72*,3,-20
COc1ccc(NC(=O)CCSc2ccc(F)cc2)cc1,12,11,-5,4.1,7,-3,8,-78
COc1ccc(CCN2C(=O)C(O)=C(C(=O)c3ccco3)C2c2cccs2)cc1OC (configuration not stated),1,8,-3,-0.9,0,22,9,6
COC(=O)C(CCSC)NS(=O)(=O)c1ccc(Cl)cc1 (configuration not stated),7,2,-3,-2.7,5,9,7,3
O=C(c1ccc(S(=O)(=O)NCc2ccco2)cc1)N1CCN(Cc2ccccc2F)CC1,4,8,-3,0.1,-3,22,26,27
CCCN(C(=O)Cn1nc(C)c([N+](=O)[O-])c1C)c1c(N)n(Cc2ccccc2)c(=O)[nH]c1=O,-1,-3,2,0.2,0,24,9,10
COc1ccc(NC(=O)Nc2ccc(C(=O)N3CCOCC3)cc2)c(OC)c1,10,9,0,-0.9,3,-14,1,16
O=C(Nc1ccccc1F)c1cc(C(=O)Nc2ccccc2F)cc([N+](=O)[O-])c1,10,-1,2,1.8,-2,15,-17,3
O=C1CCN(Cc2ccccc2)C=C1c1ccc(C(F)(F)F)cc1,-27,42,-2,2.0,-1,-1,3,7
CC1(C)CC(=O)C2=C(C1)NC(SCC(N)=O)=C(C#N)C21CCCCC1,0,14,-2,1.9,-5,35,9,1
O=C1CC(c2ccco2)Cc2nc(N3CCc4ccccc4C3)ncc21 (configuration not stated),-3,38,-3,-2.0,-5,-8,10,-7
O=[N+]([O-])c1ccc(S(=O)(=O)Nc2ccncc2)cc1,16,-24,1,2.6,-3,50*,-8,15
O=C(N/N=C\c1ccco1)c1cncc(Br)c1,-13,-9,-1,0.0,1,13,-13,-11
CC(C)(C)C1CCC(N2CCN(c3ccccc3)CC2)CC1 (configuration not stated),-13,-100,-3,0.7,-5,14,16,-11
CCOC(=O)Cc1ncccc1C(=O)Nc1ccc(Oc2ccccc2)cc1,-1,39,-2,2.8,-5,18,21,-1
Cc1ccc(NS(=O)(=O)c2cc3c4c(c2)CC(=O)N4CCC3)cc1C,-2,12,-1,0.1,-6,-17,4,11
COc1ccc(CN(C)C(=O)c2ccc3ccccc3n2)cc1F,4,18,-2,-2.4,3,16,5,-6
O=C(N/N=C/c1cccs1)c1ccc(-n2cccc2)cc1,-16,14,1,0.0,1,4,-8,-1
CCCn1c(=O)c2ccccc2n2c(SCCOc3ccccc3F)nnc12,-9,32,-3,3.2,2,-15,0,2
O=C(NC1CCCN(Cc2ccccc2F)C1)C1CCC1 (configuration not stated),0,-5,-3,-0.2,0,-4,-3,2
CCC(C)NC(=O)[C@@H]1CCCN1C(=O)C1CCN(S(=O)(=O)c2ccc(C)cc2)CC1 (some centres not stated),-9,4,-5,0.2,3,19,20,0
COc1ccc2cc3c(N)nn(C(=O)Cc4c[nH]c5ccccc45)c3nc2c1,-4,6,-3,-3.9,-3,93*,-1,45
On1c(-c2ccc(Cl)cc2Cl)nc2ncccc21,-15,11,-5,-0.4,3,10,0,-10
O=C(NCCN1CCOCC1)C(Sc1ccccc1)c1ccccc1 (configuration not stated),0,4,0,-0.5,-1,-9,20,14
CC1(NC(=O)C23CC4CC(CC(C4)C2)C3)CCS(=O)(=O)C1 (configuration not stated),10,8,-2,0.1,2,7,-3,-1
CC(C)CNS(=O)(=O)c1ccc(CCC(=O)N2CCOCC2)cc1,4,17,-1,2.5,1,11,6,6
O=C1CCc2cc(S(=O)(=O)N3CCN(c4cccc(Cl)c4)CC3)ccc2N1,5,-22,-4,-0.2,-1,27,-14,8
CC(=O)Nc1ccc(NS(=O)(=O)c2cccc3ccccc23)cc1,-8,6,0,-0.4,4,-8,-26,-10
CC(OC(=O)CCc1nc2ccccc2c(=O)[nH]1)C(=O)c1ccc(C(C)(C)C)cc1 (configuration not stated),-16,21,0,1.5,3,3,13,-14
Cc1nnc(NC(=O)CSc2nc3[nH]ncc3c(=O)[nH]2)s1,-17,23,-2,-1.2,0,-31,-9,5
CCOC(=O)c1nn(-c2ccccc2)c2nnc(Cc3ccc(Cl)cc3)c(=O)n12,9,-7,-1,1.6,-1,6,12,18
O=C(COC(=O)c1ccc(S(=O)(=O)N2CCCC2)cc1)NCc1cccs1,-15,8,0,-0.3,-3,7,-23,-8
CCn1nnnc1SCC(=O)Nc1ccc(N(C)C)cc1,1,3,0,3.8,-2,-21,-9,-16
O=C(COC(=O)c1ccco1)Nc1ccc2[nH]c(=O)[nH]c2c1,9,-24,-5,0.8,-1,-1,-2,-13
CN1C(C(=O)NCc2cccc(C(F)(F)F)c2)CC2Cn3c(nc4cc5ccccc5cc43)C21 (configuration not stated),-2,13,6,-0.1,0,4,-17,4
CCC(=O)N1CCc2cc(S(=O)(=O)CCC(=O)Nc3ccc(OC)c(OC)c3)ccc21,8,1,-2,1.8,3,-5,1,3
O=C(CNC(=O)Cc1ccccc1)NCc1cccs1,4,9,1,0.1,4,-7,-7,-7
Cc1cccc(NC(=O)c2c(O)c3ccccc3n(C)c2=O)c1,-117,27,-2,8.2,2,-78,-9,-121
Cc1cccc(OCCCC(=O)Nc2nccs2)c1C,10,-5,-3,0.7,-3,-7,-1,-6
COc1cc(CNCCNCC(C)O)ccc1OCc1ccc(Cl)nc1 (configuration not stated),6,10,1,-1.2,-2,13,4,-5
COc1ccc(C2=NN(C(=O)CN3CCCCC3)C(c3ccc(OC)cc3)C2)cc1 (configuration not stated),-18,-1,-6,0.9,0,-2,0,-2
Cc1cnc(C(=O)OCC(=O)Nc2cc(-c3ccccc3)nn2-c2ccccc2)cn1,1,7,7,0.4,-2,-21,14,1
COc1ccc(CC(=O)Nc2cc3oc4ccccc4c3cc2OC)cc1,-32,12,-2,6.4,2,-166,1,-80

# Assay outcomes (PubChem BioAssay)
